Screening data: PubChem, several laboratories
CRFR2-BP ag: agonists of CRF-BP/CRF-R2 complex, primary screen, cell-based, HEK293, calcium dye fluorescence, uHTS. CRF-binding protein / CRF receptor 2 complex (human). calcium dye fluorescence (FLIPR); percent of saturating CRF peptide response. activation, % at 13.2 µM. actives 0.46% (n = 350,000);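 active = activation of at least 50%, plus an integration ratio under a set limit after plate pattern correction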;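 note: plate controls were neutral control wells without compound for no effect and CRF at EC100 for full effect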
CHRM4 PAM: human M4 muscarinic receptor positive allosteric modulators, primary screen, CHO-K1 cells, Fluo-8 calcium fluorescence; CHO-K1 hM4/Gqi5, ACh EC20; 0% = ACh EC20, 100% = maximal ACh; activation, % at 3 µM; actives 0.4% (n = 360,000); AID 624126, 2012;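 active = activation above its plate's cutoff, the mean activation of sample wells plus 3 SD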; note: some results filed as inactive read as strong as hits
Target sequence (P08173 whole entry, looked up): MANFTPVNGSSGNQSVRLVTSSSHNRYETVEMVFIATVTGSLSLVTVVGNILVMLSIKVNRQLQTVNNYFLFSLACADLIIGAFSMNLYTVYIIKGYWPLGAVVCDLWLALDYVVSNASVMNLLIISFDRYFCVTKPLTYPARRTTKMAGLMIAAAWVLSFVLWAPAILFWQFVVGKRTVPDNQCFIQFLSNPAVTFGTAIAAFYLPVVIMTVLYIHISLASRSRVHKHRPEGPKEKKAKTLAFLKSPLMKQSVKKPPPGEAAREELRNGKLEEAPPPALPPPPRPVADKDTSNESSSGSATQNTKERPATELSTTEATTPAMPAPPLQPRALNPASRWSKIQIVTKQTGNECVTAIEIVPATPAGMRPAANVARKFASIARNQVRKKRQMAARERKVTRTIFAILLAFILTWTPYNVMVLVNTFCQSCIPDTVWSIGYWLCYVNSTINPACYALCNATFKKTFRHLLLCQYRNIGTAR
CHRM5 agonist: human M5 muscarinic receptor agonists, primary screen, CHO-K1 cells, Fluo-8 calcium fluorescence; Muscarinic acetylcholine receptor M5 (Homo sapiens), P08912; CHO-K1 hM5 cells; 0% DMSO wells, 100% maximal acetylcholine response; activation, % at 3 µM; actives 0.19% (n = 360,000);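 active = activation above the run's mean over test compounds plus 3 SD, cut at about 23% in these data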;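 note: signal is peak over basal fluorescence ratio across the kinetic read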
Target sequence (P08912 whole entry, looked up): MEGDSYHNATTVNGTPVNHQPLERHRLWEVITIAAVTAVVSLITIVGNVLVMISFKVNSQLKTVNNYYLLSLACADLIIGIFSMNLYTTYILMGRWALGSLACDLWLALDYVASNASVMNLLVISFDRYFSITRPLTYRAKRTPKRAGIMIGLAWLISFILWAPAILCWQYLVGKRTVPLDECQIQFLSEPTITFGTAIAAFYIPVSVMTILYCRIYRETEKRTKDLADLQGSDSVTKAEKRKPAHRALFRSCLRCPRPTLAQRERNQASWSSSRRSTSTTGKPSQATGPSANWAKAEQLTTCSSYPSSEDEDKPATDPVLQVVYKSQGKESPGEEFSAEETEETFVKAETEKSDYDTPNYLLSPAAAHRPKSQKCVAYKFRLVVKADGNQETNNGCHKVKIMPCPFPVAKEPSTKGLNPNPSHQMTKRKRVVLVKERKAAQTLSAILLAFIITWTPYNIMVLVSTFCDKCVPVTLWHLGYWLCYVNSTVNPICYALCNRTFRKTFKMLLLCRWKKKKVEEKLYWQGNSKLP
CHRM5 antagonist: human M5 muscarinic receptor antagonists, primary screen, CHO cells, Fluo-8 calcium fluorescence; actives 0.59% (n = 360,000); CHO-hM5 cells, ACh EC80; inhibition, % at 3 µM; Muscarinic acetylcholine receptor M5 (Homo sapiens), P08912;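 active = inhibition above a per-plate cutoff, the mean of that plate's test compounds plus 3 SD, cut at about 27% in these data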;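 note: 0% = acetylcholine EC80 with DMSO and 100% = DMSO without agonist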
M5 PAM: human M5 muscarinic receptor positive allosteric modulators, primary screen, CHO-K1 cells, Fluo-8 calcium fluorescence; Muscarinic acetylcholine receptor M5 (Homo sapiens), P08912; CHO-K1 hM5, ACh EC20 PAM; 0% = ACh EC20, 100% = ACh EC100; activation, % at 3 µM; actives 0.3% (n = 360,000);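 active = activation above the run cutoff, the mean activation of all test compounds plus 3 SD, cut at about 18% in these data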
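Assay system – human M5 receptor in CHO-K1 cells · Read-out – % activation, ACh-normalized · Technique – Fluo-8 calcium fluorescence · Dosing – single-point, 3 µM nominal · Incubation – Fluo-8 loading 80 min at 37 °C plus 30 min room temperature · Repeats – singlicate, one well per test compound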
CHRM4 agonist: human M4 muscarinic receptor agonists, primary screen, CHO-K1 cells, Fluo-8 calcium fluorescence. Muscarinic acetylcholine receptor M4 (Homo sapiens), P08173. CHO-K1 hM4/Gqi5; vehicle 0%, full acetylcholine response 100%. activation, % at 3 µM. actives 0.14% (n = 360,000). AID 624127, 2012;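 active = activation above the run mean over all test wells plus 3 SD, cut at about 32% in these data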;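 note: peak over basal fluorescence ratio per well then scaled between controls; 0% = DMSO wells and 100% = acetylcholine at EC100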
IDE cell inh: human IDE inhibitors in live cells, primary screen, fluorescence polarization, HEK cells, FAbetaB substrate | Insulin-degrading enzyme (Homo sapiens), P14735 | FAbetaB cleavage | inhibition, % at 5.59 µM | actives 0.41% (n = 320,000);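 active = percent inhibition above the average of all tested compounds plus 3 SD, set per screening campaign, cut at about 16% in these data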;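 note: IDE supplied by intact live HEK cells; FP after avidin binding of uncleaved biotin substrate so inhibition keeps polarization high; 0% = DMSO wells and 100% = 60 µM reference IDE inhibitor Ii1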
CRFR2-BP antag: antagonists of CRF-BP/CRF-R2 complex, primary screen, cell-based, HEK293, calcium dye fluorescence, uHTS | inhibition, % at 11.8 µM | actives 0.59% (n = 350,000) | AID 588475, 2011 | CRF-induced calcium fluorescence;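 active = inhibition of the ligand-induced calcium signal above about 50% at the single tested concentration, limit read from the data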
M4 antag: human M4 muscarinic receptor antagonists, primary screen, CHO cells, Fluo-8 calcium fluorescence | Muscarinic acetylcholine receptor M4 (Homo sapiens), P08173 | inhibition, % at 3 µM | actives 0.73% (n = 360,000) | CHO-hM4 cells, ACh EC80;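 active = inhibition above its plate's cutoff, the mean inhibition of sample wells plus 3 SD, cut at about 27% in these data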;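 note: 0% = acetylcholine EC80 with DMSO and 100% = DMSO without agonist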
An asterisk follows results filed as active; . = no result given. Rows are unselected; overall some 2.9% were active at least once.

The line under a structure holds: CHRM4 agonist | CRFR2-BP antag | CRFR2-BP ag | CHRM5 agonist | CHRM4 PAM | M5 PAM | M4 antag | IDE cell inh | CHRM5 antagonist
1: CC(Oc1ccc(Cl)cc1Cl)C(=O)N/N=C1\CCCc2ccccc21 (configuration not stated)
→ 1 | -28 | 0.4 | 1 | 4 | 4 | -10 | 1 | -1
2: CCCn1c(-c2ccc(F)cc2)n[nH]c1=S
→ 1 | 9 | -1.3 | -8 | -9 | 1 | 6 | 2 | -2
3: O=[N+]([O-])c1cccc(CNC2CCCCCC2)c1
→ 2 | -4 | -0.3 | -2 | 0 | 7 | 0 | 9 | 0
4: O=C(COc1coc(CN2CCc3ccccc3C2)cc1=O)Nc1ccc([N+](=O)[O-])cc1
→ 6 | 10 | 0.6 | -1 | -1 | -4 | -4 | -5 | 12
5: Cc1ccc(S(=O)(=O)NCCC(=O)Oc2ccc3ccc(=O)oc3c2)cc1
→ 2 | 4 | 0.4 | 2 | 0 | -3 | -1 | 1 | 8
6: c1csc(-c2cn3ccc4ccccc4c3n2)c1
→ 4 | -37 | -8.7 | -5 | 10 | 0 | -13 | 11 | 1
7: Cc1cccc2cc(C(c3nnnn3CC3CCCO3)N3CCOCC3)c(=O)[nH]c12 (configuration not stated)
→ 0 | -22 | -1.1 | -2 | 3 | 4 | -3 | 2 | 4
8: COc1ccc(S(=O)(=O)Nc2cccc(F)c2)cc1C
→ 0 | 46 | -4.2 | -2 | -2 | 3 | 6 | 3 | 7
9: Cc1cc(C)cc(-n2c(SCC(=O)Nc3cccc(S(=O)(=O)NC4=NCCCCC4)c3)nc3ccccc3c2=O)c1
→ 2 | 2 | 8.4 | -4 | -15 | -5 | -4 | 3 | 3
10: O=C(OCC(=O)N(CCc1ccccc1)Cc1ccccc1)c1cccc(O)c1
→ 6 | 14 | 0.5 | 0 | -7 | -7 | 2 | 2 | 16
11: CC1CC(C)CN(C(=O)CSCC(=O)O)C1 (configuration not stated)
→ 0 | 3 | -1.0 | 0 | -9 | 0 | 4 | 7 | 6
12: CC(=O)N[C@@H](Cc1c[nH]c2ccccc12)C(=O)OCC(=O)NCc1ccc2c(c1)OCO2
→ 3 | -5 | 0.2 | 0 | 2 | 5 | -1 | -1 | 2
13: O=C(Nc1ccc(Cl)cc1)c1cnc(-c2ccccc2)nc1-c1ccccc1
→ 1 | -12 | 7.4 | 3 | 6 | 4 | -9 | -3 | -7
14: CC1CCCCC1NC(=O)CN1CCN(Cc2ccccc2Cl)C1=O (configuration not stated)
→ 1 | -17 | 2.3 | 1 | -4 | -2 | 2 | 9 | 4
15: Cc1ccc(-c2cc(C(=O)N/N=C/C=C/c3ccco3)c3ccccc3n2)cc1C
→ 0 | -18 | 1.6 | 2 | 4 | 6 | -10 | 7 | -10
16: FC(F)(F)c1cccc(Sc2nc(-c3ccccc3)nnc2C(F)(F)F)c1
→ 1 | -10 | 2.2 | -1 | 10 | -6 | 8 | 0 | 0
17: Cc1nn(C)cc1/C=C(/C#N)C(N)=O
→ 0 | -21 | 3.9 | -2 | -1 | -6 | 4 | 5 | 10
18: COc1cc(NS(=O)(=O)c2c(C)oc3c(F)c(F)c(F)c(F)c23)cc(OC)c1OC
→ 6 | 9 | -1.6 | -7 | -3 | -6 | -3 | -1 | 13
19: CCN1CCN(C(C)C(=O)NC2CCCCC2)CC1 (configuration not stated)
→ 0 | 11 | -0.9 | -1 | 11 | 0 | -3 | -4 | 8
20: O=C(Nc1ccccc1)Nc1cccc(Cl)c1
→ 22 | 17 | 14 | 9 | -4 | -17 | 9 | 5 | 23
21: O=C(C1CCN(S(=O)(=O)Cc2ccccc2)CC1)N1CCN(c2ncccn2)CC1
→ 2 | -2 | -0.9 | -3 | 3 | 3 | -3 | 3 | 3
22: O=C1CSC(c2cccnc2)N1c1ccc(Cl)cc1 (configuration not stated)
→ 1 | 21 | -2.1 | -3 | -6 | 3 | 5 | -3 | 2
23: N=c1c2c(ncn1Cc1ccco1)Oc1ccc3ccccc3c1C2c1ccccc1 (configuration not stated)
→ -1 | -46 | 1.2 | -8 | -5 | -4 | -13 | 11 | -6
24: CSc1ccc(CNC(=O)C2Cc3cc(S(=O)(=O)N4CCCC4)ccc3N2C(C)=O)cc1 (configuration not stated)
→ 6 | -5 | 0.2 | -3 | 2 | -2 | -5 | 0 | 1
25: CCN(CC)S(=O)(=O)c1ccc(Cl)c(NC(=O)CCCCl)c1
→ 0 | -2 | 1.0 | -8 | 11 | 5 | -20 | -1 | -6
26: COc1ccc(N2CCN(C(=S)Nc3ccccc3OC)CC2)cc1
→ 0 | -5 | -1.4 | 2 | -4 | 3 | 0 | 2 | -1
27: Cc1ccc(C(=O)N(C)CCOc2ccccc2)cc1S(=O)(=O)N1CCCCC1
→ 13 | 6 | -1.1 | 1 | -2 | -9 | -3 | -2 | 16
28: CCC(C)[C@H]1CNCCN1CCc1cc(C(F)(F)F)cc(C(F)(F)F)c1 (some centres not stated)
→ 3 | -19 | 5.2 | -11 | -4 | -10 | 5 | 7 | -1
29: CCCN1C(=O)C2(/C(=C(\O)c3ccc4c(c3)OCCO4)C(=O)C(=O)N2CCCOC)c2ccccc21 (configuration not stated)
→ 1 | -2 | -1.9 | -3 | 8 | -2 | -6 | 2 | 10
30: CCCCn1c(CCCNC(=O)c2ccco2)nc2ccccc21
→ 2 | -12 | -0.2 | -3 | -4 | -3 | 9 | -2 | 6

The line under a structure holds: CHRM4 agonist | CRFR2-BP antag | CRFR2-BP ag | CHRM5 agonist | CHRM4 PAM | M5 PAM | M4 antag | IDE cell inh | CHRM5 antagonist
31: CCOC(=O)C1=C[C@@H](C(C)C)N(S(=O)(=O)c2ccc(C)cc2)[C@H]1c1ccccc1F
→ -1 | . | . | -2 | -14 | -12 | 3 | . | 0
32: Cc1ccsc1C(=O)NNC(=O)COc1ccccc1Cl
→ 0 | 9 | -2.5 | 0 | -3 | -3 | 9 | 1 | 5
33: O=C(/C=C/c1ccc2ccccc2n1)c1cc(Br)ccc1O
→ 2 | -1 | 1.7 | 1 | 13 | 4 | -27 | 1 | -4
34: CNC(=S)NNC(=O)COc1cccc(C)c1C
→ 1 | -5 | -0.6 | -3 | 3 | 1 | 6 | 2 | -3
35: COc1cc(/C=C/c2ccc3cccc(O)c3n2)cc(Br)c1OC
→ 0 | -8 | -0.2 | -3 | 3 | -6 | 6 | -3 | 13
36: COc1cc(OC)cc(C(=O)NC(C(=O)NCc2ccccn2)C(C)C)c1 (configuration not stated)
→ 0 | -3 | -0.2 | -3 | -13 | 0 | 19 | 5 | 3
37: CCNc1nc(NCC)n2c(SCC(=O)Nc3ccc(F)cc3)nnc2n1
→ 1 | 4 | -0.3 | 1 | -1 | -3 | -5 | 6 | 5
38: CC(NC(=O)c1ccccc1)c1nnc(SCc2nc3ccccc3c(=O)[nH]2)n1C (configuration not stated)
→ 1 | 21 | -0.8 | 0 | 16 | 4 | -4 | 1 | 9
39: O=C(Nc1ccc([N+](=O)[O-])cc1)C1CC1(c1ccccc1)c1ccccc1 (configuration not stated)
→ 2 | 6 | 4.4 | -2 | -3 | -4 | 2 | 7 | 2
40: COc1ccccc1OCCn1ccnc1
→ 1 | 24 | -0.3 | -11 | 2 | -5 | 1 | 0 | -2
41: C/C(=N\Nc1c([N+](=O)[O-])c(C)nn1C)c1ccc(F)cc1F
→ 1 | -19 | -0.9 | -4 | 11 | 9 | -13 | 3 | -4
42: N#Cc1cc(-c2ccc(Cl)cc2)cnc1Sc1ccc(F)cc1
→ 0 | -22 | 12 | -2 | 6 | 1 | -7 | -5 | -3
43: COc1cccc(C2CC(c3ccc(NS(C)(=O)=O)cc3)=NN2C(=O)c2ccccc2)c1OC (configuration not stated)
→ 2 | 4 | 0.4 | -6 | -7 | -2 | 3 | 5 | -2
44: COc1ccc(-c2[nH]ncc2CN(C)CCCN2CCOCC2)cc1F
→ 1 | 18 | 18 | -7 | 13 | 4 | -15 | -2 | -5
45: CCc1nc2ccc(C(=O)Nc3cccc(OCC(=O)N(C)C)c3)cn2c1N(C=O)Cc1ccc(OC)cc1
→ 2 | . | . | 1 | -2 | -4 | -4 | . | 7
46: CC(=O)Nc1cccc(CP(=O)(c2ccccc2)c2ccccc2)c1
→ 2 | 18 | -2.9 | 0 | 5 | 12 | 5 | 6 | -8
47: Cc1ccc(N2CC(C(=O)OCC(=O)Nc3ccc(Cl)cc3)CC2=O)cc1 (configuration not stated)
→ 3 | -4 | 0.1 | 2 | 7 | -1 | 5 | -2 | -1
48: Cn1c(=O)c2c(ncn2CCN(CCO)Cc2ccccc2)n(C)c1=O
→ 0 | -1 | 0.4 | 0 | 4 | 2 | 4 | 0 | 12
49: Nc1c(N(Cc2ccco2)C(=O)c2cccc(Cl)c2)c(=O)[nH]c(=O)n1Cc1ccccc1
→ 0 | -7 | 0.7 | 2 | 1 | 6 | 13 | 4 | 9
50: CCN(CC(=O)Nc1cc(Cl)ccc1C)C(=O)CSCc1ccccc1
→ 5 | 11 | -0.1 | 1 | -2 | 4 | -2 | . | -5
51: O=[N+]([O-])c1ccc(SNc2ccccc2)c([N+](=O)[O-])c1
→ 14 | 33 | -3.7 | -7 | -7 | 2 | -1 | . | 8
52: CN(CC(O)COc1ccccc1F)C1CCCCC1 (configuration not stated)
→ 1 | -10 | 1.8 | -3 | -5 | 2 | 0 | 3 | -1
53: O=C(/C=C/c1cccs1)Nc1cccc(NC(=O)/C=C/c2cccs2)n1
→ 15 | 10 | 3.9 | 1 | -26 | -17 | 21 | 4 | 19
54: O=C(N/N=C/c1ccccc1)c1[nH]c2ccc(Br)cc2c1-c1ccccc1
→ 0 | -57 | -0.5 | 1 | -4 | -9 | 5 | 1 | 18
55: Cc1ccc(NC(=O)CSc2nc3c([nH]c4ccccc43)c(=O)n2C)cc1
→ 0 | 2 | 0.1 | -2 | 3 | -1 | 2 | 2 | 0
56: O=C(Nc1cccc(Cl)c1)Nc1ccon1
→ 11 | 2 | 2.2 | 8 | 0 | -8 | 1 | -1 | 12
57: Cc1ccc(NC(=O)COC(=O)c2ccc3c(c2)OCCO3)cc1S(=O)(=O)N1CCOCC1
→ 6 | -21 | 1.0 | -4 | 3 | -13 | -1 | 0 | -9
58: CN(c1ccccc1)c1nc(N)c([N+](=O)[O-])c(Nc2ccccc2F)n1
→ 0 | -10 | -0.4 | -3 | -4 | -5 | -1 | 6 | -1
59: COc1cccc2cc(/C(=N/O)c3ccc(Br)cc3)oc12
→ -1 | 16 | 11 | -4 | -3 | -9 | 4 | 5 | 8
60: COc1cc(CC(=O)OCC(=O)NC(C)c2ccccc2)cc(OC)c1OC (configuration not stated)
→ 1 | 13 | -1.5 | 4 | 18 | 2 | -4 | -1 | -9
